# From PubChem
# MEP2 TOR yeast: modulators of TOR pathway MEP2-GFP in S. cerevisiae. AID 2016. 330,000 compounds, 0.51% hits. S. cerevisiae MEP2-GFP strain, flow cytometry GFP, 3 h; 100% = DMSO control level. GFP response vs DMSO, % at 10 µM;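 active = GFP response versus DMSO above a set limit, roughly screen mean plus 3 SD, cut at about 180% in these data; inconclusive = fewer than 70 cells counted for a yeast strain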;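 note: median GFP fluorescence of the barcode-gated MEP2-GFP cells per well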
# proCasp3 act: procaspase-3 (human) activation | P42574 | AID 463141 | recombinant procaspase-3 D3A, Ac-DEVD-pNA absorbance 405 nm | 330,000 compounds, 0.11% hits | activation, % at 8.5 µM;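 active = activation above the mean of all tested compounds plus 3 SD, cut at about 21% in these data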;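 note: 0% = DMSO alone and 100% = DMSO wells spiked with extra 5 µM PC-3 D3A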
# Target sequence (P42574 whole entry D9A/D28A/D175A): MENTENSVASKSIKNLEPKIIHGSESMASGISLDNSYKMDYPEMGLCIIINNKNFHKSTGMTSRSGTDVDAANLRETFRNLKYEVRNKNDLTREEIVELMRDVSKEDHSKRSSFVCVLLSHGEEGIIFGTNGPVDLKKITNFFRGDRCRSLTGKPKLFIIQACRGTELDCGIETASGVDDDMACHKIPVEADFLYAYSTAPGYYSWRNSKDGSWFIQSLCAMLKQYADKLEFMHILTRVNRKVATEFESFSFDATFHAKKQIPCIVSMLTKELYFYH
#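 Compound: 8.5 µM single point, 0.8% DMSO / Material: Autoprocessing-dead procaspase-3 D3A mutant enzyme / Timing: 1 h preincubation plus 2 h reaction at 25 °C / Medium: Zinc-free HEPES/NaCl buffer with 0.01% Triton X-100 at pH 7.4 / Technique: 405 nm absorbance of p-nitroaniline, reads at 0 and 120 min / Repeats: one well per compound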
# RPL19A-GFP yeast: alters RPL19A-GFP fluorescence in TOR pathway yeast screen. AID 2025. S. cerevisiae RPL19A-GFP strain, flow cytometry, 3 h; stronger effect = lower value. percent response vs DMSO, % at 10 µM. 330,000 compounds, 0.3% hits;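 active = percent response vs DMSO below 50%; inconclusive = fewer than 70 events counted for the yeast strain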;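 note: median channel GFP fluorescence of the barcoded RPL19A-GFP strain; ratio of sample median GFP to plate DMSO average so 100% = DMSO; lower means less RPL19A-GFP as with rapamycin TOR inhibition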
# Yeast superoxide: lowers age-related superoxide in aged yeast cells; superoxide response (% of plate mean), % at 10 µM; S. cerevisiae aged cells, superoxide DHE fluorescence; stronger effect = lower value; AID 2690; 330,000 compounds, 0.18% hits;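 active = superoxide response under a set limit, about three screen SD below normal, cut at about 65% in these data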;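 note: yeast aged for seven days with compound at 30 °C before DHE staining; 100% = average MFI of all compound-treated wells on the plate with controls excluded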
# LAP4 TOR yeast: alters LAP4-GFP fluorescence in TOR pathway yeast screen; S. cerevisiae LAP4-GFP multiplex, flow cytometry GFP, 3 h; median GFP as percent of DMSO wells; 320,000 compounds, 0.34% hits; GFP response vs DMSO, % at 10 µM; AID 2023;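 active = GFP response vs DMSO above a set limit, about the screen mean plus 3 SD, cut at about 150% in these data; inconclusive = under 70 cell events counted for the yeast strain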
# proCasp7 act: activates human procaspase-7, counter-screen for procaspase-3 activators | 330,000 compounds, 0.093% hits | activation, % at 8.5 µM | AID 463210 | P55210 | recombinant procaspase-7, Ac-DEVD-pNA absorbance 405 nm; D23A/D198A/D206A triple mutant, cannot self-cleave; scale: DMSO 0, 5 µM enzyme 100;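 active = percent activation above the screen-wide mean plus 3 SD, cut at about 25% in these data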
# Target sequence (P55210 whole entry D23A/D198A/D206A): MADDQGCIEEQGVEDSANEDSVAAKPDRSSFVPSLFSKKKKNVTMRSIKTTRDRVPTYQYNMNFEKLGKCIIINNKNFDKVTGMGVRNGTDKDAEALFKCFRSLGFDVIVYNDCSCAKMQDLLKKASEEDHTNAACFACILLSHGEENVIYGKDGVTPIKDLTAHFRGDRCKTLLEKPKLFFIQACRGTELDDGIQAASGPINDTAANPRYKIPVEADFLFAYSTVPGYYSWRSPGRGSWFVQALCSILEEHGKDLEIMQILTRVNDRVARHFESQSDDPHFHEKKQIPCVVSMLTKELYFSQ
#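 buffer or medium = Zinc-free HEPES/NaCl buffer, pH 7.4 | material = Procaspase-7 triple mutant (PC-7 D3A) | input = 2 µM procaspase-7 mutant as dispensed | signal = Epi-absorbance of released pNA at 405 nm, two timepoints | timing = 1 h preincubation, 2 h reaction | replicates = singlicate compound testing | evaluation = % activation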
# AHR activator: activators of human aryl hydrocarbon receptor. AHR-responsive luciferase reporter cells, luminescence. activation, % at 5 µM. 320,000 compounds, 2.5% hits. AID 2796; in the data active = activation above about 47%;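 note: 0% = vehicle wells and 100% = reference agonist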
# GASC-1 inh: inhibitors of human GASC-1 (JMJD2C) demethylase | 330,000 compounds, 0.069% hits | inhibition, % at 2.35 µM | GST-JMJD2C(1-420) H3K9me3 demethylation, DELFIA europium | Q9H3R0;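 active = more than half of a compound's replicate wells show inhibition beyond 50%, single wells judged on their own value; inconclusive = some, but no more than half, of replicates pass 50% inhibition; inactive = no replicate passes 50% inhibition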;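 note: signal counts dimethyl H3K9 product captured on neutravidin plate; 0% = median of DMSO wells and 100% = 0.3 times that DMSO median; strong numbers were not always called active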
# Target sequence (Q9H3R0 1-420 limits assumed): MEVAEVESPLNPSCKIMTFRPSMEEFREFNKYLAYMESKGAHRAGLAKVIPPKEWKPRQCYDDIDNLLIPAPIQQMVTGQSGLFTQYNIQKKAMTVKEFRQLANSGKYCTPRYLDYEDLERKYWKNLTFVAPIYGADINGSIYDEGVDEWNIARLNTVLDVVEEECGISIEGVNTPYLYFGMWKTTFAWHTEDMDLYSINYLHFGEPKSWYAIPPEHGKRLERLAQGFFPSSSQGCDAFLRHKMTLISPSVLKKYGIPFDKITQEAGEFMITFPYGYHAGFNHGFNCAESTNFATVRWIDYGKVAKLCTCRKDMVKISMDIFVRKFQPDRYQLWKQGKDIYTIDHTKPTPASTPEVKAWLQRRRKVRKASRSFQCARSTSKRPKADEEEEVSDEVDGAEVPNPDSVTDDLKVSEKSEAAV
# * marks the source's active call; other numbers are inactive results; ? = inconclusive; . = no result given; & = joins results of further samples; [ ] = dose if it differs, or a comment. The order is random; about 3.8% have a hit in one of these screens.
1. Cc1cc(N2CCN(c3nc(-c4ccc([N+](=O)[O-])cc4)cs3)CC2)c2ccccc2n1
2. O=C(CSc1nnnn1-c1ccc2c(c1)OCCO2)N1CCc2ccccc21
3. COc1ccc(C(C)n2c(C)c3c(C)nnc(C)c3c2C)cc1 (stereo not given)
4. COC(=O)C1=C(CSc2nnnn2C)NC(=O)NC1c1cc(C)ccc1C (stereo not given)
5. CCc1nccn1S(=O)(=O)c1ccc2ccccc2c1
6. CC1CN(CCOc2ccc(Cl)c(Cl)c2)CC(C)O1 (stereo not given)
7. COc1ccc(OC)c(N/C=C2/CCCCC2=O)c1
8. CC(=O)Nc1ccc(S(=O)(=O)N(C)CC(=O)OCC(=O)NC(C)C23CC4CC(CC(C4)C2)C3)cc1 (stereo not given)
9. CCOc1ccc(NC(=O)c2cccc(NC(=O)c3ccccc3)c2)cc1
10. COc1ccc(-c2cc3c(=O)n(CC(=O)NCc4ccccc4OC)ncn3n2)cc1
compound no.,1,2,3,4,5,6,7,8,9,10
MEP2 TOR yeast,98,107,101,101,101,100,92,106,101,101
proCasp3 act,-5,10,7,4,4,3,-6,-6,4,-3
RPL19A-GFP yeast,105,103,98,95,99,93,.,101,105,100
Yeast superoxide,94,114,118,95,117,87,86,91,94,89
LAP4 TOR yeast,109,100,98,97,99,86,96,98,96,105
proCasp7 act,-5,2,-3,11,7,0,-13,1,-2,4
AHR activator,1,2,-2,1,0,0,5,1,12,2
GASC-1 inh,-7,-4,-8,3,9,38,-2,-1,2,4

11. CCc1ccc(NC(=S)N(CCCN2CCN(C)CC2)Cc2cccs2)cc1
12. O=C(O)c1cc(-c2cccnc2)nn1-c1ccccn1
13. CC(Oc1ccc2c(-c3ccccc3)cc(=O)oc2c1)C(=O)N[C@H](Cc1c[nH]c2ccccc12)C(=O)O (stereo not given in full)
14. COc1ccccc1C(=O)COC(=O)c1cnc(C)cn1
15. Cc1c(CCOC(=O)C23CC4(C)CC(C)(CC(C)(C4)C2)C3)sc[n+]1CC(=O)c1ccccc1
16. COc1ccc(CCN2CC(C(=O)OCC(=O)NC(C)c3cccc(Cl)c3)CC2=O)cc1OC (stereo not given)
17. COc1cc([N+](=O)[O-])ccc1NC(=O)CN1CCc2cc(OC)c(OC)cc2C1
18. COc1ccc(NC(=O)c2ccco2)c([N+](=O)[O-])c1
19. O=C(NC1CCCC1)c1ccc2c(c1)S(=O)(=O)c1ccccc1C2=O
20. CCOc1ccc(Nc2nc(NCCN3CCOCC3)nc(OC)n2)cc1
compound no.,11,12,13,14,15,16,17,18,19,20
MEP2 TOR yeast,104,100,?,103,100,103,106,94,91,94
proCasp3 act,-3,15,-6,0,2,10,.,3,4,4
RPL19A-GFP yeast,103,103,?,100,101,98,106,103,100,97
Yeast superoxide,87,101,113,91,96,81,97,100,105,101
LAP4 TOR yeast,104,100,109[may fluoresce red and violet],108,85,104,87,86,111,78
proCasp7 act,-9,-1,1,4,5,5,.,-7,-3,9
AHR activator,0,2,10,-2,7,0,.,0,9,2
GASC-1 inh,-7,12,-5,0,9,12,-2,7,-5,1

# Four entries from above, set out differently:
11. CCc1ccc(NC(=S)N(CCCN2CCN(C)CC2)Cc2cccs2)cc1
  MEP2 TOR yeast = 104
  proCasp3 act = -3
  RPL19A-GFP yeast = 103
  Yeast superoxide = 87
  LAP4 TOR yeast = 104
  proCasp7 act = -9
  AHR activator = 0
  GASC-1 inh = -7

12. O=C(O)c1cc(-c2cccnc2)nn1-c1ccccn1
  MEP2 TOR yeast = 100
  proCasp3 act = 15
  RPL19A-GFP yeast = 103
  Yeast superoxide = 101
  LAP4 TOR yeast = 100
  proCasp7 act = -1
  AHR activator = 2
  GASC-1 inh = 12

13. CC(Oc1ccc2c(-c3ccccc3)cc(=O)oc2c1)C(=O)N[C@H](Cc1c[nH]c2ccccc12)C(=O)O (stereo not given in full)
  MEP2 TOR yeast = ?
  proCasp3 act = -6
  RPL19A-GFP yeast = ?
  Yeast superoxide = 113
  LAP4 TOR yeast = 109[may fluoresce red and violet]
  proCasp7 act = 1
  AHR activator = 10
  GASC-1 inh = -5

14. COc1ccccc1C(=O)COC(=O)c1cnc(C)cn1
  MEP2 TOR yeast = 103
  proCasp3 act = 0
  RPL19A-GFP yeast = 100
  Yeast superoxide = 91
  LAP4 TOR yeast = 108
  proCasp7 act = 4
  AHR activator = -2
  GASC-1 inh = 0

# The listing picks up; the 3 compounds before the break are reprinted first.
18. COc1ccc(NC(=O)c2ccco2)c([N+](=O)[O-])c1
19. O=C(NC1CCCC1)c1ccc2c(c1)S(=O)(=O)c1ccccc1C2=O
20. CCOc1ccc(Nc2nc(NCCN3CCOCC3)nc(OC)n2)cc1
21. COC(=O)c1ccc(C)c(NC(=O)C2CC(=O)N(C3CCCC(C)C3C)C2)c1 (stereo not given)
22. Cc1ccc(C(C2=C(O)CC(C)(C)CC2=O)C2C(=O)CC(C)(C)CC2=O)s1 (stereo not given)
23. COc1cc(NC(=S)NCCC(c2ccccc2)c2ccccc2)cc(OC)c1
24. CC1CCN(C(=O)CSc2nnc(Cc3cc(=O)[nH]c(=O)[nH]3)n2-c2ccc(Cl)cc2)CC1
25. Cc1ccc(SCC(=O)NCCc2ccccc2)cc1
26. O=C(CSc1nnnn1-c1ccccc1)NC(=O)NCc1ccco1
27. O=C(COC(=O)C1=COCCO1)Nc1ccccc1Oc1ccccc1
28. COn1c2c(c3c4no[n+]([O-])c4ccc31)CCCC2
29. CCN(CC)S(=O)(=O)c1ccc(N2CCOCC2)c(NC(=O)c2cc(C)cc(C)c2)c1
30. Cc1ccc(S(=O)(=O)N(CC(=O)N=Nc2c(O)[nH]c3ccccc23)c2ccc(C)c(C)c2)cc1
compound no.,18,19,20,21,22,23,24,25,26,27,28,29,30
MEP2 TOR yeast,94,91,94,101,96,105,112,109,125,93,105,91,108
proCasp3 act,3,4,4,13,-21,0,-6,14,-6,9,6,2,-12
RPL19A-GFP yeast,103,100,97,101,97,103,100,102,100,111,99,91,96
Yeast superoxide,100,105,101,90,89,92,110,101,102,106,95,98,95
LAP4 TOR yeast,86,111,78,106,106,90,104,106,106,94,110,94,98
proCasp7 act,-7,-3,9,5,-26,2,3,-4,-3,-1,-5,7,5
AHR activator,0,9,2,0,8,5,1,1,4,2,1,2,9
GASC-1 inh,7,-5,1,-10,-1,4,-4&5,-1,8,1,.,5,-3

31. Cc1cnc(N)c2c(=O)oc3ccccc3c12
32. O=C(CNC(c1ccccc1)c1ccccc1)Nc1cc([N+](=O)[O-])ccc1Cl
33. Oc1ccc(Oc2ccc3c(C(F)(F)F)cc(C(F)(F)F)nc3n2)cc1
34. Cc1nc(NC(=O)CSc2nc3ccccc3s2)sc1C(=O)N(C)C
35. Cc1ccc(-c2nc(COC(=O)C3=NN(c4ccccc4)C(=O)CC3)cs2)cc1
36. O=C(OC(C(=O)NCc1cccs1)c1ccccc1Cl)c1ccco1 (stereo not given)
37. COc1cc(C(=O)NCC(=O)N/N=C/c2cccnc2)cc(OC)c1OC
38. CC1CCN(C(C)C(=O)Nc2cc(S(=O)(=O)N3CCCCC3)ccc2Cl)CC1 (stereo not given)
39. O=c1c2ccccc2nc(SCc2nc(-c3ccccc3)no2)n1-c1ccc(F)cc1
40. CC(C)C(=O)Nc1ccccc1-c1nc2ccccc2[nH]c1=O
compound no.,31,32,33,34,35,36,37,38,39,40
MEP2 TOR yeast,88,98,100,107,94,101,101,95,92,102
proCasp3 act,11,5,16,0,1,5,14,-2,5,-3
RPL19A-GFP yeast,91,97,99,113,89,99,102,92,100,99
Yeast superoxide,110,101,108,101,94,110,99,112,100,100
LAP4 TOR yeast,95,81,97,88,99,100,103,95,92,95
proCasp7 act,11,11,4,-3,-5,4,3,1,10,9
AHR activator,47,-1,1,9,1,0,0,0,-2,2
GASC-1 inh,8,1,-4,-13,4,1,-21,4,.,2

# Screen by screen, as entered above:
# proCasp7 act for entries 8–19 → 1, -2, 4, -9, -1, 1, 4, 5, 5, ., -7, -3

# Next compounds follow:
41. Cc1cccc(C)c1OCc1nnc(SCC(=O)NCc2ccccc2)o1
42. CC(C)c1ccc(NC(=O)NN2CCOCC2)cc1
43. O=C1NC(=O)/C(=C/c2cc3c(cc2Br)OCO3)S1
44. Nc1c2c(nc3sc4c(c13)CCCCC4)CCCCC2
45. CC(=O)c1cccc(N2C(=NC(=O)C3CCCCC3)SC3CS(=O)(=O)CC32)c1 (stereo not given)
46. COc1ccc(N2CCN(C(=O)CCC(=O)N3Cc4ccccc4Oc4ncccc43)CC2)cc1
47. O=C(NC1CCCC1)c1ccc(CSc2nc3ccncc3n2Cc2ccc(F)cc2)cc1
48. c1ccc2c(C[n+]3csc4ccccc43)cccc2c1
49. COCCN(C(=O)CSCC(=O)Nc1cccc(C)c1)c1c(N)n(Cc2ccccc2)c(=O)[nH]c1=O
50. CCC(CC)C(=O)c1c[nH]c(C(=O)NCCCN2CCOCC2)c1
compound no.,41,42,43,44,45,46,47,48,49,50
MEP2 TOR yeast,103,74[may fluoresce red],120,110,94,96,90,92,96,98
proCasp3 act,7,4,5,5,2,0,-4,-15,6,4
RPL19A-GFP yeast,97,?,93,104,97,101,102,101,93,96
Yeast superoxide,120,88,111,89,143,106,100,93,89,96
LAP4 TOR yeast,108,?,129,99,89,99,105,100,106,88
proCasp7 act,-10,0,1,3,7,-8,-5,-6,-5,2
AHR activator,-2,18,0,41,-1,4,19,13,1,1
GASC-1 inh,7,-4,5,-7,-1,23,-23,6,2,1

51. COc1ccc(NC(=O)CS(=O)CC(=O)Nc2ccc(NC(C)=O)cc2)cc1 (stereo not given)
52. CCc1nc(N2CCCCC2C)c2oc3ccccc3c2n1 (stereo not given)
53. CCOC(=O)c1ccc2c(c1)nc(SC/C(O)=C(\C#N)c1nc3ccccc3[nH]1)n2CC
54. CCOCCCNC(=O)C(NC(=O)CNC(=O)c1ccccc1)c1ccccc1 (stereo not given)
55. O=c1c2ccccc2n2cnnc2n1-c1ccccc1
56. Cc1ccc(CNC(=O)C2CCCN(S(=O)(=O)N3CCC(C)CC3)C2)cc1 (stereo not given)
57. COc1ccc(-c2noc(CN(C)CCC3CCCCO3)n2)cc1 (stereo not given)
58. COc1cccc(-c2nc(-c3cccs3)no2)c1
59. Cc1ccnc(NC(=O)C2CCCN(S(=O)(=O)c3cnc[nH]3)C2)c1 (stereo not given)
compound no.,51,52,53,54,55,56,57,58,59
MEP2 TOR yeast,97,98,97,109,96,104,96,109,101
proCasp3 act,-7,6,4,2,-10,-3,-4,8,-5
RPL19A-GFP yeast,98,97,99,105,91,100,97,100,101
Yeast superoxide,115,101,106,100,86,114,111,102,105
LAP4 TOR yeast,94,96,88,103,91,92,98,107,96
proCasp7 act,-1,-3,1,0,4,6,-5,2,4
AHR activator,1,48*,17,1,-1,2,2,29,2
GASC-1 inh,1,10,4&0,-2,3,3,5,9,-7

# Some values from above:
# proCasp7 act, compound 52 reads -3
# AHR activator, compound 51 reads 1
# LAP4 TOR yeast, compound 54 reads 103
